Source: PubChem (several laboratories)
Fam108B inh – Fam108B inhibition, counter-screen for RBBP9 inhibitors; recombinant Fam108B, FP-Rh probe fluorescence polarization; inhibition, % at 9.51 µM; 300,000 compounds, 0.33% hits;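 active = inhibition above the screen mean inhibition plus 3 SD, computed separately per campaign, cut at about 18% in these data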;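 note: inhibitors lower polarization as less probe binds the enzyme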
MEX-5 binding – C. elegans MEX-5 TCR-2 RNA binding activity. AID 1832. 300,000 compounds, 0.38% hits. activity score (negative = inhibition of binding), % at 10 µM. MEX-5/FITC-TCR2 RNA binding, fluorescence polarization; active compounds read low;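 active = inhibition past about -25% in most replicates, and total fluorescence under double the plate's negative control median, limit read from the data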;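 note: 0% = DMSO and -100% = 5 µM competing unlabeled TCR2 RNA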
PME-1 primary – PME-1 (human) inhibition. Q9Y570. recombinant PME-1, FP-Rh probe fluorescence polarization. inhibition, % at 5.9 µM. 320,000 compounds, 0.53% hits. AID 2130;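 active = inhibition above the campaign mean of all compounds plus 3 SD, cut at about 26% in these data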;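 note: competitive labeling of PME-1 active site by serine hydrolase directed probe; 0% = PME-1 with DMSO and 100% = wells lacking PME-1 enzyme; inhibitors block probe labeling so polarization falls and inhibition rises; many of its hits are not listed in these tables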
MCL1-BIM inh – MCL1-BIM-BH3 interaction inhibition (human) | inhibition, % at 10.9 µM | 320,000 compounds, 0.68% hits | AID 2057 | GST-MCL1 / FITC-Bim-BH3 fluorescence polarization | Q07820;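 active = inhibition above the mean inhibition of all tested compounds plus 3 SD, set per campaign, cut at about 40% in these data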;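 note: 0% = DMSO wells and 100% = unlabeled Bim-BH3 peptide control; higher means more loss of mP so more displacement of Bim peptide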
Bcl-xL primary – blocks human Bcl-xL binding to Bim BH3 peptide | Q07817 | GST-Bcl-xL / FITC-Bim BH3 peptide fluorescence polarization | inhibition, % at 10.9 µM | 320,000 compounds, 0.7% hits | AID 2129;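 active = inhibition above the mean of all tested compounds plus 3 SD, cutoff set per campaign, cut at about 30% in these data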;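 note: 0% = DMSO wells and 100% = unlabeled Bim-BH3 peptide competitor; inhibitors lower millipolarization by displacing the labeled peptide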
Target sequence (Q07817 whole entry, looked up): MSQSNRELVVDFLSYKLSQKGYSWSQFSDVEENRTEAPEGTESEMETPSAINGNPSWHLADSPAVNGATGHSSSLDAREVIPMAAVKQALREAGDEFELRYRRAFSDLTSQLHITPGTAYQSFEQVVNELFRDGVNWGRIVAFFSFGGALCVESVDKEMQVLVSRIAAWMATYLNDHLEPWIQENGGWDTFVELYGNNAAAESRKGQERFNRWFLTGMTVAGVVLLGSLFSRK
PAFAH1B2 FP inh – inhibitors of human PAFAH1B2 | P68402 | recombinant PAFAH1B2, FP-rhodamine activity probe, fluorescence polarization | inhibition, % at 3.39 µM | 340,000 compounds, 1.2% hits;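 active = inhibition above the mean of all tested compounds plus 3 SD, cut at about 24% in these data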;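 note: 0% = enzyme with DMSO and 100% = wells lacking PAFAH1B2; many of its hits are not listed in these tables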
Target sequence (P68402 whole entry, looked up): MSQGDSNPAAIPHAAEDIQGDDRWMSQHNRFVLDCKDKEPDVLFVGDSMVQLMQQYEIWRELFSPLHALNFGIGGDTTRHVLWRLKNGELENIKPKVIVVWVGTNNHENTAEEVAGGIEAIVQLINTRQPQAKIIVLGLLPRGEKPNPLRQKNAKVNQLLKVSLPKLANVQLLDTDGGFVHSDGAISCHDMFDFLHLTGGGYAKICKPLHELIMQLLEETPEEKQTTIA
GLD-1 RNA inh – GLD-1-TGE RNA interaction inhibition (C. elegans); Q17339; purified GLD-1 + fluorescein TGE RNA, fluorescence polarization; inhibition, % at 5.96 µM; 320,000 compounds, 0.44% hits;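 active = percent inhibition above a per-plate cutoff, the plate mean of test compounds plus 3 SD, cut at about 30% in these data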;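 note: 0% = DMSO wells with GLD-1 and probe and 100% = wells lacking GLD-1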
Target sequence (Q17339 whole entry, looked up): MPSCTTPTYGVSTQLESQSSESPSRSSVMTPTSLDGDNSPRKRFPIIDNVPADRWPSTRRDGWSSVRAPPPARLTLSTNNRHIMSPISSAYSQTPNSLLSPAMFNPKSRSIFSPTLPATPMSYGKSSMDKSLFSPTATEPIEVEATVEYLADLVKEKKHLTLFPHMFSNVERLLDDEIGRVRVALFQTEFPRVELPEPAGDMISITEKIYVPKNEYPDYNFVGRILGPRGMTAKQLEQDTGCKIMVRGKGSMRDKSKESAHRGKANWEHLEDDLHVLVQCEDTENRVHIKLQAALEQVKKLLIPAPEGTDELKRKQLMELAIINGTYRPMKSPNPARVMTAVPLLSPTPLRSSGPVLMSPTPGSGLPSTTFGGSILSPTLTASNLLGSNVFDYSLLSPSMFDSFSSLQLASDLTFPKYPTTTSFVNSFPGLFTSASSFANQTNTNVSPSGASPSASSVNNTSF
AHR act – human AHR activation; 320,000 compounds, 2.5% hits; AHR-responsive luciferase reporter cells, luminescence; P35869; activation, % at 5 µM; in the data active = activation above about 47%;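 note: 0% = vehicle wells and 100% = reference agonist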
pPAFAH FP inh – pPAFAH (human) enzyme inhibition. 330,000 compounds, 1.5% hits. Q13093. recombinant pPAFAH, FP-rhodamine probe fluorescence polarization. inhibition, % at 3.39 µM;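 active = inhibition above the mean inhibition across the screen plus 3 SD, cut at about 25% in these data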;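 note: inhibitors block binding of the rhodamine activity-based probe so polarization drops; 0% = enzyme with DMSO and 100% = wells lacking pPAFAH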
An asterisk follows results filed as active; . = no result given.

SMILES | Fam108B inh | MEX-5 binding | PME-1 primary | MCL1-BIM inh | Bcl-xL primary | PAFAH1B2 FP inh | GLD-1 RNA inh | AHR act | pPAFAH FP inh
C/C(=N\Nc1cccc(C(=O)O)c1)c1cc2ccccc2o1 | -1 | 0.4 | 4 | 1 | 4 | 2 | 5 | 0 | 2
CC(CC(=O)Nc1ccccc1)NCCCN1CCCC1=O (stereo unspecified) | -3 | -1.4 | 1 | 2 | 2 | 6 | -10 | 1 | 2
Cc1ccc(C2(C)NC(=O)N(CC(=O)NC(=O)NCCC(C)C)C2=O)cc1 (stereo unspecified) | -1 | -1.3 | -1 | 2 | 7 | 6 | 6 | 1 | 2
Cc1cc(C)cc(NC(=O)C2CCCN2C(=O)NC2CCCCC2)c1 (stereo unspecified) | 5 | 1.6 | 1 | 3 | 2 | 2 | -1 | 0 | 1
Cc1cc2[nH]c(=O)c(=O)[nH]c2cc1S(=O)(=O)N1CCN(c2ccccc2)CC1 | 3 | 0.8 | 2 | 4 | 1 | 12 | 1 | 0 | 3
CCOC(=O)CCC(=O)Nc1ccc([N+](=O)[O-])cc1C | 1 | 0.5 | -2 | 5 | 4 | . | -2 | 0 | 2
O=C1CSC(=S)N1 | 2 | -0.9 | 2 | 8 | 8 | 7 | -2 | 0 | 1
COC(=O)c1sc(S(=O)(=O)N2CCN(CCO)CC2)c(C(=O)OC)c1C | -4 | -1.9 | -2 | 3 | -2 | -1 | 3 | 1 | 4
CC(Oc1ccccc1F)C(=O)NNC(=O)c1cccc(S(=O)(=O)N2CCN(C)CC2)c1 (stereo unspecified) | . | . | 2 | -9 | -6 | 7 | 0 | -1 | 3
COc1ccc(C(=O)OCC(=O)c2ccc[nH]2)cc1 | . | . | -3 | 6 | 4 | -3 | 1 | 0 | 4
Cc1ccc(CNS(=O)(=O)NCc2ccccc2)cc1 | -2 | 0.8 | -2 | 3 | 1 | 8 | 6 | -2 | 9
CC(C)(C)C1CCC(C(=O)Nc2ccccc2N2CCOCC2)CC1 (stereo unspecified) | . | . | 0 | -1 | 3 | 11 | -1 | 2 | -2
CC(=O)c1ccc(OCC(=O)Nc2c(C)nn(-c3ccccc3)c2C)cc1 | 5 | -0.7 | 1 | -14 | -7 | 8 | -2 | 0 | 3
c1ccc2c(c1)C(=NCC1CCCO1)NC2=NCC1CCCO1 (stereo unspecified) | -2 | -0.5 | -5 | -2 | 0 | -7 | 0 | 1 | 4
O=C(NCCC1=CCCCC1)C(=O)NCCc1ccc(Cl)cc1 | 2 | -0.7 | -1 | 2 | 4 | 4 | -13 | 0 | 10
O=C(c1ccc(C#Cc2ccccc2)o1)N1CCN(c2ccccn2)CC1 | -3 | 4.4 | 3 | 0 | 1 | 4 | 5 | 8 | 8
COC(=O)C1=CN(CCCN2CCCC2=O)C=C(C(=O)OC)C1c1cccs1 | 2 | -0.8 | 1 | 1 | 5 | -1 | -1 | -1 | -7
O=C(OCCOc1ccccc1Cl)c1ccc(-n2cnnn2)cc1 | 0 | 0.6 | 4 | 5 | 4 | 10 | 4 | -2 | -7
Cc1oc2ccccc2c1CC(=O)NCCCN(C)C | 0 | 0.0 | -7 | 8 | 5 | . | 2 | 3 | -6
CCn1nc(NC(=O)C(C)(C)C)c2cc3cccc(C)c3nc21 | -3 | 1.1 | -2 | 0 | 2 | 5 | 0 | 85* | 4
COc1cc(OC)cc(C(=O)NNC(=O)c2nn(C)c(=O)c3ccccc23)c1 | . | . | . | . | . | 2 | -1 | 1 | 2
Cc1ccc(SCC(=O)NC(=O)NCc2ccccc2)c(C)c1 | -1 | -1.7 | 5 | 7 | 3 | 4 | 3 | 8 | 6
CCn1c(CNc2ccc(OC)cc2)nnc1SCC(=O)Nc1ccc(F)cc1 | 2 | -1.9 | 3 | -2 | 0 | 6 | 8 | 2 | -5
CNc1c([N+](=O)[O-])cnn1-c1ccc(Cl)cc1 | -2 | 0.6 | 0 | -6 | 2 | -1 | 6 | -2 | 0
CC(=O)c1c(C)[nH]c(C(=O)OCc2ccccc2)c1C | 2 | -0.8 | 2 | 7 | -2 | -1 | 5 | -6 | 5
CC(=O)Nc1ccc(CN2CCC(n3nccc3NC(=O)CCc3ccccc3)CC2)cc1 | -1 | 0.0 | 2 | -9 | 3 | 1 | 9 | 1 | 3
CCOC(=O)COc1nc(-c2ccc(C)cc2)cc(-c2ccco2)c1C#N | -1 | 0.0 | -5 | 4 | -1 | 5 | -5 | -2 | 0
CC(C)(Oc1ccc(Cl)cc1)C(=O)NC1CCSC1=O (stereo unspecified) | 5 | -7.0 | 0 | 3 | 6 | 1 | 8 | 0 | -3
COC(CNC(=O)c1cc(C(=O)c2c(-c3c(Cl)cccc3Cl)noc2C)c[nH]1)OC | -10 | -0.2 | -4 | 7 | 0 | 5 | -7 | 13 | -1
Cc1cccc(N2C(=O)CC(N3CCN(Cc4ccc5c(c4)OCO5)CC3)C2=O)c1 (stereo unspecified) | 0 | 0.2 | -4 | 3 | 4 | 1 | 3 | 2 | 0
CCOC(=O)C1=C(COC(=O)c2cccnc2SC)NC(=O)NC1C (stereo unspecified) | . | . | . | . | . | 7 | -6 | -2 | 1
O=C(COc1nsnc1N1CCOCC1)Nc1ccc(Br)cc1 | 0 | 0.9 | -10 | 0 | 3 | 2 | -2 | 18 | -1
O=c1[nH]c2cccnc2c2ccsc12 | 1 | 3.0 | 4 | 3 | 5 | 3 | 7 | 3 | 2
O=C(CNS(=O)(=O)c1ccccc1)NCc1ccco1 | -1 | 3.7 | 0 | 6 | 5 | 0 | 12 | -6 | 3
O=c1[nH]c2ccc(S(=O)(=O)N3CCN(Cc4ccccc4)CC3)cc2[nH]c1=O | 1 | 0.2 | 1 | 3 | -2 | 7 | 3 | 4 | 1
COc1ccc(N2CCN(Cc3ccc(Br)s3)CC2)cc1 | 6 | 1.5 | 0 | 8 | 8 | 9 | 6 | 3 | 5
Cc1cc(C)c(C)c(S(=O)(=O)N2C(=S)NC(=O)C2C(C)C)c1C (stereo unspecified) | -4 | 2.0 | -3 | 0 | 10 | 4 | -1 | 5 | 5
CCCC(C(=O)NC(C)(C)C)N(Cc1ccc(F)cc1)C(=O)c1snc(C(N)=O)c1N (stereo unspecified) | 1 | -0.1 | 0 | 6 | 2 | 3 | -2 | -1 | -1
Cc1ccc(S(=O)(=O)CCC(=O)OCC(=O)Nc2ncc(Cl)cc2Cl)cc1 | 4 | -1.4 | 1 | 17 | 19 | -1 | 15 | 3 | 9
O=C(NC(=S)NC1CCCC1)c1ccccc1 | -1 | -1.7 | -4 | 5 | 2 | 8 | 4 | 14 | -4
O=C(CSC(=S)N1CCCC1)c1cc(Br)cc(Br)c1O | -19 | 0.8 | -34 | 18 | 17 | . | -1 | 20 | 25*
CCOC(=O)CC(=O)N/N=C/c1c(N)n(C)c(=O)n(C)c1=O | 4 | 0.5 | -1 | 0 | 0 | -2 | 5 | 12 | -1
COc1ccc(C(=O)COC(=O)c2ccc(N(C)C)cc2)cc1 | 10 | 1.9 | -1 | -1 | -1 | -2 | 0 | -2 | 6
O=C(O)c1cc(S(=O)(=O)Nc2ccc3c(c2)OCCO3)c(Cl)cc1Cl | 6 | -0.8 | 7 | 3 | 4 | 6 | -2 | 83* | -1
Cc1ccc(C)c(SCC(=O)OCC(=O)Nc2ncc(C(F)(F)F)cc2Cl)c1 | 2 | -0.9 | -3 | 8 | 12 | 1 | 6 | 4 | 15
Cc1[nH][nH]c(=O)c1C(c1ccc(O)c(Br)c1)c1c(C)[nH][nH]c1=O | 1 | -14 | 3 | 11 | 10 | -1 | -5 | 0 | 0
O=C(c1nc2nc(-c3ccccc3)cc(C(F)(F)F)n2n1)N1CCCCC1 | 5 | . | 1 | 3 | -5 | -3 | 5 | 13 | -3
CCOc1ccc(Br)cc1S(=O)(=O)Nc1ccc(S(=O)(=O)Nc2cc(C)on2)cc1 | . | . | . | . | . | -1 | 8 | -2 | -42
CC(C)[C@H](NC(=O)N1c2ccccc2NC(=O)[C@@H]1C(C)C)C(=O)N[C@@H](Cc1ccccc1)C(=O)O | -2 | 1.0 | 7 | 2 | 1 | 4 | 5 | 0 | 4
O=C(CN1CCN(S(=O)(=O)c2ccc3ccccc3c2)CC1)Nc1ccc2c(c1)CCC2 | -5 | 2.0 | -5 | -8 | -1 | -8 | 0 | -1 | -6

Additional structures.
SMILES | Fam108B inh | MEX-5 binding | PME-1 primary | MCL1-BIM inh | Bcl-xL primary | PAFAH1B2 FP inh | GLD-1 RNA inh | AHR act | pPAFAH FP inh
CCN(C(=O)CSc1nc(C)nc2sc(C)c(C)c12)c1ccc(F)cc1 | . | . | -2 | -2 | 4 | 2 | -3 | 0 | 2
COc1ccc(/C=N/NC(=O)c2ccccc2O)cc1Cn1nnc2ccccc21 | 5 | . | -6 | 5 | 5 | 4 | -6 | 9 | 2
O=C(C1CCOCC1)N1CCC(CO)(CCc2ccccc2)CC1 | 0 | -1.1 | -6 | 6 | 7 | 8 | -7 | 1 | -3
COCc1cc(=O)[nH]c(SCC(=O)N2CCOCC2)n1 | -3 | -0.1 | -3 | -2 | 2 | 4 | 1 | 2 | 6
O=C(c1ccc(Cl)cc1)N1CCN(c2cc(=O)[nH]nc2-c2ccccc2)CC1 | 0 | 1.6 | 0 | -2 | 1 | 2 | -3 | 4 | 3
O=C(NC(=S)Nc1ccc(Cl)cn1)C12CC3CC(CC(C3)C1)C2 | -1 | 3.2 | -2 | 9 | 5 | 4 | 1 | 1 | -2
COC(=O)C(C)n1cnc2c(nnn2-c2ccc(F)cc2)c1=O (stereo unspecified) | -1 | -1.4 | -1 | 9 | 1 | 1 | 6 | -1 | 2
CCN(CC(=O)Nc1cccc(OC)c1)C(=O)c1cnc(Cl)c(Cl)c1 | 0 | -2.8 | 5 | -2 | 2 | 0 | 2 | 1 | -1
O=C(NNC(=O)C1CCCC1)c1ccccc1F | -7 | -2.1 | -5 | 0 | -2 | 10 | -10 | 0 | -2
COc1ccc(OC)c(-c2cc(C3CCN(C(=O)OC(C)(C)C)CC3)[nH]n2)c1 | -2 | 1.9 | 4 | 2 | 4 | 1 | 2 | 9 | 2
N#CC1=C(N)N2C(=C(C#N)C13CCCC3)Nc1ccccc12 | -1 | -0.1 | -1 | 4 | 0 | 12 | 6 | 10 | 6
Cc1ccc2nc(-c3ccccc3)c(CN3CCOCC3)n2c1 | -1 | 0.3 | -4 | -3 | 3 | 3 | 1 | 1 | 3
O=C(Nc1ccc(OC(F)F)cc1)c1ncc(Cl)c(Cl)c1Cl | -2 | 1.0 | -3 | 4 | 3 | 2 | 5 | 24 | -2
O=Cc1c(NCc2ccccc2Cl)c2ccccc2[nH]c1=O | -1 | 1.8 | 5 | 5 | 5 | 3 | 3 | 0 | 7
CCOC(=O)c1nn(-c2ccccc2)c(C(=O)OCC)c1N | 3 | -1.6 | 3 | 4 | 0 | 8 | 5 | 1 | 1
CC1C(=O)N2CCCc3cc(NC(=O)c4ccccc4F)cc1c32 (stereo unspecified) | 3 | -2.9 | -1 | 12 | 10 | 5 | -1 | 20 | 5
Cc1ccc2c(c1)c(C)cc[n+]2Cc1ccccc1 | 0 | -0.8 | -2 | 0 | -3 | 3 | -2 | 3 | 2

Some of the compounds tested, so the mix of outcomes need not match the whole.
